Screens deposited in PubChem by several laboratories.
CD11b adhes inh: inhibitors of human CD11b/CD18 binding to fibrinogen. AID 1497. P05107+P11215. inhibition, % at 10 µM. 93,000 compounds, 0.54% hits. K562 CD11b/CD18 adhesion to fibrinogen, ATPlite luminescence; Mn2+ added to activate the integrin;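 active = primary inhibition of 50% or more at 10 µM, then 40% or more on retest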; note: some results filed as inactive read as strong as hits
Target sequence (P05107 whole entry, looked up, other chains not shown): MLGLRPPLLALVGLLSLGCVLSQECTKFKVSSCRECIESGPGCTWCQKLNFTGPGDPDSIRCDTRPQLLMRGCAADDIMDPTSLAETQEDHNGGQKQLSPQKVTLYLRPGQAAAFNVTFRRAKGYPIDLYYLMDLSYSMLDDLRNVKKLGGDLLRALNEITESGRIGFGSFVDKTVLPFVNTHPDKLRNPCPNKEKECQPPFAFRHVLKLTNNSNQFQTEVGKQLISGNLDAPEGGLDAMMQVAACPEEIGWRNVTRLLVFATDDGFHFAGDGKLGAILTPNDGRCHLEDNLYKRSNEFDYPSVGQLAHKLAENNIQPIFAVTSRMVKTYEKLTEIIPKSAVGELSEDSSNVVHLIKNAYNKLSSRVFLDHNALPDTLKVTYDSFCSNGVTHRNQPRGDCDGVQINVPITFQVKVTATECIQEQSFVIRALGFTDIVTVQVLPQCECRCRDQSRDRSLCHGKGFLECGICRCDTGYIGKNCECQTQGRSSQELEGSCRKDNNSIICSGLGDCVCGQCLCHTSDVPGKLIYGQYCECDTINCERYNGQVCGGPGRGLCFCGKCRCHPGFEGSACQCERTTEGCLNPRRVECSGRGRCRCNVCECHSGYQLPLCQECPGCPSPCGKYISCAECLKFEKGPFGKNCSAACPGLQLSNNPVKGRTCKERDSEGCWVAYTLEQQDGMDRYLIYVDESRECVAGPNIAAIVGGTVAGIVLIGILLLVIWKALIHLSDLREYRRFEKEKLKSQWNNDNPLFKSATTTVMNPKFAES
ERb coact inh: ER-beta (human) coactivator binding inhibition | inhibition, % at 25.6 µM | 86,000 compounds, 1.3% hits | Q92731 | TR-FRET ER-beta LBD / SRC1-Cy5 peptide binding; receptor agonist-loaded with 1 µM estradiol;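 active = compounds whose percent inhibition of the receptor-coactivator binding signal exceeds about 50% in the single-dose screen, limit read from the data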;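 note: 0% = receptor plus peptide wells without compound and 100% = peptide-only wells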
PLAP act: human PLAP activation; purified PLAP enzyme, luminescent substrate read-out; active compounds read high; activation fold at 20 µM; 96,000 compounds, 1.2% hits; AID 696; in the data active = activation fold above about 2
CD11b adhes enh: CD11b/CD18-fibrinogen binding enhancement; P05107+P11215; K562 CD11b/CD18 adhesion to fibrinogen, ATPlite luminescence; activation, % at 10 µM; 93,000 compounds, 0.07% hits;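 active = 10 µM primary screen giving 50% or more activity, confirmed by 40% or more on retest at that dose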; note: strong numbers were not always called active; reference of the scale not given here
ERa SRC1 pot: enhances coactivator binding to human estrogen receptor alpha; P03372; TR-FRET ERalpha-LBD/SRC-Cy5 coactivator binding, 2 h; 100 = basal binding, no effect; coactivator binding (% of control), % at 25.6 µM; 86,000 compounds, 1.3% hits; AID 639; in the data active = activity above about 200%;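 note: binding measured in presence of low estradiol as agonist stimulus; 0% = peptide alone without receptor and 100% = receptor with peptide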
FAK inh: blocks human focal adhesion kinase activity; biochemical FAK kinase activity assay; inhibition, %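 (tested at 7 µM)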; 97,000 compounds, 0.84% hits; AID 727; in the data active = inhibition above about 19%;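 note: 0% = DMSO and 100% = reference compound high control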
MT1-MMP txn act: MT1-MMP promoter transcription activation; HT1080 MT1-MMP promoter luciferase reporter, luminescence, overnight; active compounds read high; activation factor at 10 µM; 86,000 compounds, 0.16% hits; AID 750;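 active = activation factor of at least 2 for MT1-MMP transcription at 10 µM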
Ecoli WT expand: blocks growth of wild type E. coli BW25113; OD600 absorbance; growth inhibition, % at 100 µM; 98,000 compounds, 0.15% hits; AID 710;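 active = growth inhibition above about 50% at one test dose, limit read from the data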;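 note: growth measured after 20 h incubation at 37 °C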
ERa coact inh: ER-alpha (human) coactivator binding inhibition; P03372; TR-FRET ER-alpha LBD / SRC-1 peptide, estradiol-bound; inhibition, % at 25.6 µM; 86,000 compounds, 1.7% hits; AID 629; in the data active = inhibition above about 50%;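 note: 0% = receptor plus peptide control and 100% = peptide only without receptor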
Numbers without * were called inactive; / = not tested or not shown; [ ] = dose if it differs, or a comment.

SMILES	CD11b adhes inh	ERb coact inh	PLAP act	CD11b adhes enh	ERa SRC1 pot	FAK inh	MT1-MMP txn act	Ecoli WT expand	ERa coact inh
COc1cc(S(=O)(=O)N(CCc2ccccc2)Cc2cccs2)ccc1-n1cnnn1	/	-10[fluorescence artefact?]	/	/	153	0	1.3	/	-5[fluorescence artefact?]
CC(C)Cn1nc(NC(=O)C(C)(C)C)c2cc3ccccc3nc21	-13	2	1.4	-2	116	-1	1.2	8	5
Cc1cc(=O)oc2c3c4c(cc12)OCCN4CCC3	/	1	/	/	87	8	1.3	/	5
O=C(CSc1nc2ccccc2[nH]1)Nc1ccc(F)c(F)c1	13	5	1.2	-3	91	0	1	19	1
CC1(C(=O)O)Cc2ccccc2C(=O)O1 (stereo unspecified)	-3	-7	0.9	1	107	0	1.3	1	-7
Cc1[nH]c2ccccc2c1Cc1nnc(SCC(N)=O)o1	5	-9[fluorescence artefact?]	1.2	2	111[fluorescence artefact?]	/	1	9	5
Cc1nnc(SCc2ccc3c(c2)OCO3)s1	-11	5[fluorescence artefact?]	0.9	-6	101	0	1.5	8	2
CCCc1nnc(NC(=O)CCN2C(=O)c3ccccc3C2=O)s1	4	2	0.9	-1	150[fluorescence artefact?]	1	1	-3	1[fluorescence artefact?]
CCCCNC(=O)CS(=O)Cc1nc(-c2cccc(Cl)c2)oc1C (stereo unspecified)	-4	-8	1.5	1	132	2	1.1	-10	-23
O=C(Cn1ncc2c(=O)oc3ccccc3c21)NCC1CCCO1 (stereo unspecified)	-6	-7	0.8	-2	123	-1	1.1	1	3
C=CCn1c(NCc2ccc3c(c2)OCO3)nc2ccccc21	4	-9	0.7	1	96	-1	1.4	7	5
COc1ccc(CNC(=O)c2cnn3c(C(F)F)cc(C)nc23)cc1	/	-22	/	/	109	0	1	/	-30
CCCOc1ccccc1C1CC(=O)NC2=C1C(=O)CCC2 (stereo unspecified)	14	5[fluorescence artefact?]	1	-2	91	0	0.8	-6	1[fluorescence artefact?]
Cc1nc(CC(=O)N2CCN(c3cccc(C)c3C)CC2)cs1	-1	-4	1.8	-6	103	-3	1.2	1	-16
CCOC(=O)CSc1nc2sc3c(c2c(=O)[nH]1)CC(C)(C)OC3	12	-9	0.9	3	108	5	1.1	-7	-5
CC(=O)c1ccc(-c2nc3c4ccccc4ccn3c2C(C)=O)o1	-5	/	1	3	/	3	1	-6	/
COc1ccc(CN2c3cc(S(=O)(=O)N4CCOCC4)ccc3N3CCCC32)cc1 (stereo unspecified)	-1	-4	1.3	-5	103	-1	1.3	-5	-5
Cc1cccc(C)c1NC(=O)NC1CC2CCC(C1)N2Cc1cccs1 (stereo unspecified)	-10	/	1.1	-1	/	1	/	1	/
Cc1oc(-c2cc(Cl)ccc2Cl)cc1-c1nn2c(C)nnc2s1	/	10	/	/	90	/	1.2	/	32[fluorescence artefact?]
CC(C)(C)NS(=O)(=O)c1ccc(CCC(=O)Nc2ccc3c(c2)OCO3)cc1	-2	19	1	0	102	0	1	-4	4
Cc1ccc(-c2nc(Nc3ccccc3)n[nH]2)cc1	-11	10	1	-1	109	0	1.8	3	-1
CCOC(=O)c1sc(NC(=O)CSc2nnnn2-c2ccc(C)cc2)c(C(=O)OCC)c1C	-32	12[fluorescence artefact?]	1.3	0	155	-2	1	-15	13[fluorescence artefact?]
COCCNC(=O)C1CC(=O)N(C2CCCC2)C1 (stereo unspecified)	/	5[fluorescence artefact?]	1.2	/	104	0	1	-1	2
O=C(O)c1ccc2c(c1)N(Cc1ccccc1)C(=O)c1ccccc1S2=O (stereo unspecified)	-1	/	1.1	0	/	/	/	4	/
Cc1c(C2Nc3ccccc3NC3=C2C(=O)CC(C)(C)C3)cnn1C (stereo unspecified)	/	0	/	/	123	-2	1.3	/	2[fluorescence artefact?]
CC1=C(C(=O)N2CCOCC2)C(c2ccccc2F)C2=C(CCCC2=O)N1 (stereo unspecified)	-21	-2	0.9	-3	103	-1	1	5	-1
CCCn1c(/N=C/c2c[nH]c3ccccc23)nc2ccccc21	/	-10	1	/	91	-3	1.2	17	-1
CCOC(=O)C1CCCN(c2nc3ccccc3nc2C(C#N)C(=O)OCCOC)C1 (stereo unspecified)	5	2	1.2	2	86	/	1.1	-7	-4
Cc1ccc(NC(=O)CSC2=C(C#N)C(c3ccco3)C3=C(CC(C)(C)CC3=O)N2)cc1 (stereo unspecified)	12	1	0.9	-3	90[fluorescence artefact?]	3	1.1	-13	0
Cc1cc(NC(=O)C2CCCN(S(=O)(=O)c3c(C)noc3C)C2)no1 (stereo unspecified)	-11	-11[fluorescence artefact?]	1.1	-2	119	-7	1	-4	4
O=C(Oc1c(Cl)cc(Cl)c2cccnc12)c1cccs1	/	-7	/	/	84	0	1.1	/	-2
N#Cc1cnn2c(-c3ccccc3)ccnc12	-7	0	0.8	-2	109	-3	/	-1	3
CCCCC(NS(=O)(=O)c1ccc(OC)cc1)C(=O)O (stereo unspecified)	9	1	1.1	-1	76	/	1.1	-5	6
COc1ccccc1OCCCCOc1ccccc1F	-10	/	1	4	/	2	/	0	/
Cc1ccc(C2C(C#N)=C(N)Oc3c2sc2ccccc32)o1 (stereo unspecified)	2	70*[fluorescence artefact?]	1.1	11	74[fluorescence artefact?]	7	0.6	1	70*[fluorescence artefact?]
CCN1CCN(C(=O)CN(c2ccccc2C)S(C)(=O)=O)CC1	-17	-3[fluorescence artefact?]	1.3	1	117	3	1.2	10	-4
O=C(Oc1ccc(Br)cc1)C1CC(=O)N(c2ccc(F)cc2)C1 (stereo unspecified)	-25	-5	0.9	8	95[fluorescence artefact?]	2	1	3	2
CC1(C)Cc2ccccc2C(=O)N1	43	18[fluorescence artefact?]	1.2	-2	132	-7	1.2	0	-1[fluorescence artefact?]
O=C(CSc1nc2ccccc2o1)Nc1nc2c(s1)CCCC2	/	1	/	/	114[fluorescence artefact?]	/	0.6	/	8
CCOC(=O)c1nnn(-c2nonc2N)c1CNc1ccc(C)c(Br)c1	-1	-4	0.9	-1	104	/	1.1	-10	-2
COC(=O)c1cc(COc2ccc3ccc(=O)oc3c2)c(C)o1	2	-2	1.5	0	104	-2	1.1	2	0
CC(C)OCCCNC(=O)CN1C(=O)CC(C)(C)S(=O)(=O)c2ccccc21	-5	13[fluorescence artefact?]	1.1	-5	96[fluorescence artefact?]	0	1.1	5	4
Cc1ccc2[nH]c(=O)c(CN(Cc3nnnn3C3CCCC3)C3CCCCC3)cc2c1	-3	2	1	-2	105	-4	1.1	-2	-4
O=c1c2[nH]c3ccccc3c2ncn1Cc1ccncc1	-1	-14[fluorescence artefact?]	1	-2	99	-3	1.2	7	-2
COc1ccc(CC(NC(C)=O)C(=O)N2CCN(C(=O)N(C(C)C)C(C)C)CC2)cc1 (stereo unspecified)	4	3	1.5	2	99	-5	1.1	3	-4
COc1ccc2c(CC#N)c[nH]c2c1	0	-1[fluorescence artefact?]	1.1	-2	103	/	1.1	14	5
COc1cccc(C2=CC(c3cccc(OC)c3OC(F)F)n3nnnc3N2)c1 (stereo unspecified)	/	/	1.1	/	/	-5	0.9	-9	/
Nn1c(SCC(=O)NC2CCCCC2)nnc1C1CC1	-9	/	0.8	-4	/	5	1.1	3	/
Cc1nn(-c2cccc(C(F)(F)F)c2)c(Cl)c1/C=N/n1cnnc1	12	-17[fluorescence artefact?]	0.8	6	99	-1	1.2	9	-21
CCCCOC(=O)Cn1c(=O)c2c(nc3n2CCCCN3c2ccc(C)cc2)n(C)c1=O	0	-5[fluorescence artefact?]	1.4	1	118	7	1.2	-2	-4
Cc1ccc(-n2nnnc2-c2cnc3cc4c(cc3c2C)OCO4)cc1	-1	/	1	-4	/	1	/	-5	/
CCOC(=O)C1CCN(C(=O)COc2ccc(Cl)cc2)CC1	-7	-6	1.1	2	91	1	1.2	-6	-9
CCCNC(=O)N(C)c1nncnc1C(=O)NC	63	4	1	8	97	0	1.1	/	1
CO/N=C(/CS(=O)c1ccc(Br)cc1)c1ccc(OC)cc1 (stereo unspecified)	12	-20	1.5	-2	126[fluorescence artefact?]	1	1.1	1	-21
Cc1nc2ncnn2c(N2CCC(C(=O)NCC3CCCO3)CC2)c1Cc1ccccc1 (stereo unspecified)	/	3	/	/	94	0	1.1	/	2
COc1cccc(C2c3c(oc4ccc(Cl)cc4c3=O)C(=O)N2c2cc(C)on2)c1OC (stereo unspecified)	-15	-6[fluorescence artefact?]	1.3	7	122	-2	1.1	-12	5[fluorescence artefact?]
Cc1cc(C)c(S(=O)(=O)c2ccccc2)c(OC(=O)c2c(Cl)cccc2Cl)n1	17	-7	1.1	-1	104	0	1.2	-7	8
COc1cc(S(=O)(=O)N2CCCCC2)ccc1NC=O	14	4	1.2	0	86	-4	/	4	-5
COc1cc(S(=O)(=O)N2CCC(C(N)=O)CC2)c(C)cc1C	/	-6	1	/	97	2	1.8	-6	-1
COC(=O)c1ccccc1NC(=O)CS(=O)(=O)Cc1nc(-c2ccc(C)cc2)oc1C	0	30	1.1	0	87	-2	1	-16	1

Following part
SMILES	CD11b adhes inh	ERb coact inh	PLAP act	CD11b adhes enh	ERa SRC1 pot	FAK inh	MT1-MMP txn act	Ecoli WT expand	ERa coact inh
CCCNC(=O)c1cc2c3ccccc3n(C)c2s1	-2	/	0.8	5	/	-6	/	0	/
CN(C)c1nc(N)nc(N(c2ccccc2)c2ccccc2)n1	-6	-7	1.1	-1	98	/	1.1	-4	3
Cn1nc(-c2ccc(N3CCOCC3)c(NC(=O)c3ccccc3)c2)c2ccccc2c1=O	/	-11	/	/	97	-1	1.1	/	-7
COc1ccc(S(=O)(=O)N2CCN(C)CC2)c2ccccc12	-4	-4	1.1	4	123	/	1.4	11	0
CCOC(=O)c1c(-c2ccc(C)o2)csc1NC(=O)CSc1nnc(C)s1	16	-4	1.5	0	93	11	1.1	-12	0
O=c1oc2c3c4c(cc2c(C(F)(F)F)c1CCN1CCOCC1)CCCN4CCC3	-23	-5	1.3	4	99[fluorescence artefact?]	-3	1.2	-2	0
COc1ccc(OC)c(NC(=O)c2ccc(CN(c3cc(Cl)ccc3C)S(=O)(=O)c3ccccc3)cc2)c1	2	/	1	10	/	-1	/	-19	/
CCN(C(=O)CSc1nnc(NC2CCCCC2)s1)C1CCS(=O)(=O)C1 (stereo unspecified)	8	/	1	-2	/	2	/	-9	/
O=C(c1ccc(CS(=O)(=O)c2ccc(Br)cc2)o1)N1CCN(c2ncccn2)CC1	-18	6	1.6	0	109	6	1.1	-1	-2
N#CNC(N)=Nc1cccc(Cl)c1	-4	-5	1	2	120	3	1.1	10	-1
CCOC(=O)C1CCCN(C(=O)c2cc(=O)c3ccccc3o2)C1 (stereo unspecified)	-49	-1	1.1	2	101[fluorescence artefact?]	-1	1.1	-3	-1
O=C(NC1CCCCC1)NC1(C(=O)NCCCN2CCOCC2)CCCCC1	-3	-10	1.5	8	112	6	0.9	3	-1
COc1ccccc1N1CCN(Cc2nc(N)nc(Nc3ccccc3)n2)CC1	-4	-5	1.4	-1	113	-2	1.1	8	-7

A different layout for part of the listing above:
SMILES: CCOC(=O)c1c(-c2ccc(C)o2)csc1NC(=O)CSc1nnc(C)s1
  CD11b adhes inh = 16; ERb coact inh = -4; PLAP act = 1.5; CD11b adhes enh = 0; ERa SRC1 pot = 93; FAK inh = 11; MT1-MMP txn act = 1.1; Ecoli WT expand = -12; ERa coact inh = 0
SMILES: CCN(C(=O)CSc1nnc(NC2CCCCC2)s1)C1CCS(=O)(=O)C1 (stereo unspecified)
  CD11b adhes inh = 8; ERb coact inh = /; PLAP act = 1; CD11b adhes enh = -2; ERa SRC1 pot = /; FAK inh = 2; MT1-MMP txn act = /; Ecoli WT expand = -9; ERa coact inh = /
SMILES: O=C(c1ccc(CS(=O)(=O)c2ccc(Br)cc2)o1)N1CCN(c2ncccn2)CC1
  CD11b adhes inh = -18; ERb coact inh = 6; PLAP act = 1.6; CD11b adhes enh = 0; ERa SRC1 pot = 109; FAK inh = 6; MT1-MMP txn act = 1.1; Ecoli WT expand = -1; ERa coact inh = -2
SMILES: COc1ccccc1N1CCN(Cc2nc(N)nc(Nc3ccccc3)n2)CC1
  CD11b adhes inh = -4; ERb coact inh = -5; PLAP act = 1.4; CD11b adhes enh = -1; ERa SRC1 pot = 113; FAK inh = -2; MT1-MMP txn act = 1.1; Ecoli WT expand = 8; ERa coact inh = -7
